HMGR II inh = inhibitors of class II HMG-CoA reductase from Enterococcus faecalis; purified E. faecalis HMGR, NADPH absorbance 340 nm kinetic; inhibition, % at 10 µM; 0.41% of 190,000 active;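 active means inhibition above a set limit, the median over all tested compounds plus 3 SD, cut at about 9.5% in these data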;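 further: enzyme runs in reverse so mevalonate oxidation gives rising NADPH absorbance; 0% = complete reaction with DMSO and 100% = background rate lacking mevalonate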
Redox H2O2 prof = compounds producing H2O2 with reducing agent – biochemical, NIH compound library profiling, artefact control for MLSCN library redox annotation, primary screen. DTT-dependent redox cycling H2O2, phenol red/HRP absorbance; 100% = 100 µM peroxide control, 0% = buffer. activation, % at 10 µM. 0.03% of 200,000 active;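 active means activation of at least 50% relative to the plate's high and low controls in the primary single-dose screen; inactive means activation below 50%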;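 further: compound incubated with DTT at 0.8 mM final as the reducing agent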
TLR4-MyD88 BLA = TLR4-MyD88 interaction inhibition in cells; O00206+Q99836; HeLa CL3-4 TLR4/MyD88 BLA complementation, FRET ratio; inhibition, % at 8.4 µM; 0.18% of 200,000 active; AID 861; in the data active means inhibition above about 25%;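 further: 0% = vehicle and 100% = reference inhibitor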
APP 5'UTR act = activates APP 5'UTR luciferase reporter. SH-SY5Y APP 5'UTR luciferase reporter, luminescence; zero percent = DMSO vehicle wells. activation, % at 2 µM. 1% of 190,000 active;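 active means activation above a set limit, based on mean plus 3 SD of controls, cut at about 140% in these data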; further: values of inactives mirror those of a sister screen read the other way
STAT1 act = activators of IFN-gamma induced STAT1 signaling | 2.6% of 200,000 active | activation (% of control), % at 5.5 µM | NIH 3T3 STAT1-luciferase reporter, luminescence; 100% = IFN-gamma alone, no compound;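 active means activation above the screen-wide mean activation plus 3 SD, cut at about 130% in these data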;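 further: raw ratio to IFN-gamma control signal so 100% means no change and 0% no light; values of inactives mirror those of a sister screen read the other way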
NF-kB expr up = NF-kB expression increase, human neuronal cells; NF-kB reporter expression; active compounds read high; fold change at 12.5 µM; 1.6% of 190,000 active; AID 1239; in the data active means fold change above about 3.3
Hsp70 act = switches on Hsp70 transcription; AID 1203; HeLa Hsp70 promoter luciferase reporter, luminescence; scaled: vehicle 0, proteasome-inhibitor control 100%; activation, % at 10 µM; 0.04% of 200,000 active;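 active means activation above the mean across all tested compounds plus 3 SD, cutoff set per campaign, cut at about 5.5% in these data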;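 further: 100% = MG132 at 30 µM as the positive control and 0% = DMSO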
STAT3 activator = STAT3 signaling activation. AID 871. activation (% of control), % at 5.6 µM. 0.91% of 190,000 active. U3A cells, IL-6 STAT3-luciferase reporter, luminescence; 100% = signal with IL-6 EC80 alone;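 active means activation above the screen-wide mean of compound activation plus 3 SD, cut at about 130% in these data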;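 further: 0% = background luminescence of wells with medium and substrate only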
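Test system: STAT3-luciferase reporter U3A cells; Detection: reporter luminescence signal; Times: 1 h compound pre-exposure, 6 h IL-6 stimulation, 37 °C; Benchmarks: IL-6-only high control; Also added: IL-6 stimulus at 33 ng/mL final.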
STAT1 blocker = inhibitors of IFN-gamma induced STAT1 signaling; NIH 3T3 STAT1-luciferase reporter, luminescence; inhibition, % at 5.5 µM; 0.35% of 200,000 active; AID 920;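 active means inhibition above a set limit, the mean inhibition across all tested compounds plus 3 SD, cut at about 34% in these data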;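 further: 0% = IFN-gamma with DMSO and 100% = IFN-gamma with 300 µM nifuroxazide; values of inactives mirror those of a sister screen read the other way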
STAT3 blocker = inhibitors of IL-6 induced STAT3 signaling; 0.89% of 190,000 active; inhibition, % at 5.5 µM; U3A cells, IL-6 STAT3-luciferase reporter, luminescence; host cell line lacks STAT1; AID 862;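 active means inhibition above the mean inhibition across all screened compounds plus 3 SD, cut at about 44% in these data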;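 further: 0% = DMSO only wells and 100% = 100 µM nifuroxazide control wells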
* hit, by the source's call; nt = not tested or not shown.

SMILES	HMGR II inh	Redox H2O2 prof	TLR4-MyD88 BLA	APP 5'UTR act	STAT1 act	NF-kB expr up	Hsp70 act	STAT3 activator	STAT1 blocker	STAT3 blocker
Cc1ccccc1NC(=O)/C(C#N)=C\c1cccnc1	0.2	0.9	-1.2	3.3	97.1	1.18	-0.2	88.2	8.8	21.3
CCNC(=S)NNC(=O)c1nn(C)c(C)c1Cl	-5.0	0.6	6.2	6.9	107.7	1.42	-0.3	91.6	-9.9	11.3
Cc1cc(C)c2[nH]c(O)c(N=NC(=O)c3cc4c(s3)CCCC4)c2c1	0.1	0.4	1.1	3.2	100.3	1.36	-0.4	104.9	-0.3	-5.1
Cc1cc(C)n(CCn2nc(C)cc2C)n1	-1.4	0.0	-12.3	8.4	97.3	0.98	-0.3	95.4	3.0	15.0
O=C(NCCO)c1ccc(Cl)c(Cl)c1	8.0	0.3	-2.3	-18.5	98.9	1.03	0.0	97.2	0.1	9.6
CCOC(=O)c1c(-c2ccncc2)csc1N	-0.1	0.2	-6.8	3.2	93.4	1.04	-0.1	107.4	7.2	-7.9
CC1(C)Cc2c(C#N)c(SCC(=O)c3ccccc3)nc(N3CCOCC3)c2CS1	-10.0	-0.5	-20.4	12.9	102.1	0.59	0.9	100.1	-2.3	2.7
COc1ccc(C(=O)/C=C2\NCC3c4ccccc4CCN3C2=O)cc1 (configuration not stated)	1.6	-7.7	5.6	6.1	100.1	0.95	-0.5	134.9*	-0.1	-37.8
CCOCCOc1nc2c(c(=O)n(C)c(=O)n2C)n1Cc1ccc(C)cc1	nt	-0.8	-1.9	3.6	89.9	nt	-0.1	100.2	11.3	5.0
Cc1[nH]n(-c2ccccc2)c(=O)c1C1(C(F)(F)F)C(=O)N(c2ccccc2)C2=C1C(=O)CC(C)(C)C2 (configuration not stated)	-2.9	-0.4	9.5	-1.1	98.1	1.36	-0.3	97.2	2.0	0.4
Cc1ccc(-c2noc(CN3CCN(C(c4ccccc4)c4ccccc4)CC3)n2)cc1	1.2	2.3	-8.4	14.5	108.1	1.16	-0.2	107.2	-9.0	-5.3
COc1ccc(C(=O)Nc2cc(C(=O)NCCc3ccccc3)ccc2Cl)cc1	-6.7	-0.1	-17.1	30.7	107.4	1.1	-0.4	107.5	-8.1	-8.8

Single records, from the list above. Order of values: HMGR II inh | Redox H2O2 prof | TLR4-MyD88 BLA | APP 5'UTR act | STAT1 act | NF-kB expr up | Hsp70 act | STAT3 activator | STAT1 blocker | STAT3 blocker
Cc1[nH]n(-c2ccccc2)c(=O)c1C1(C(F)(F)F)C(=O)N(c2ccccc2)C2=C1C(=O)CC(C)(C)C2 (configuration not stated) is entered as -2.9 | -0.4 | 9.5 | -1.1 | 98.1 | 1.36 | -0.3 | 97.2 | 2.0 | 0.4
CCOC(=O)c1c(-c2ccncc2)csc1N is entered as -0.1 | 0.2 | -6.8 | 3.2 | 93.4 | 1.04 | -0.1 | 107.4 | 7.2 | -7.9
CCOCCOc1nc2c(c(=O)n(C)c(=O)n2C)n1Cc1ccc(C)cc1 is entered as nt | -0.8 | -1.9 | 3.6 | 89.9 | nt | -0.1 | 100.2 | 11.3 | 5.0
COc1ccc(C(=O)Nc2cc(C(=O)NCCc3ccccc3)ccc2Cl)cc1 is entered as -6.7 | -0.1 | -17.1 | 30.7 | 107.4 | 1.1 | -0.4 | 107.5 | -8.1 | -8.8
COc1ccc(C(=O)/C=C2\NCC3c4ccccc4CCN3C2=O)cc1 (configuration not stated) is entered as 1.6 | -7.7 | 5.6 | 6.1 | 100.1 | 0.95 | -0.5 | 134.9* | -0.1 | -37.8

Reformatted with two lines to a compound: part of the list above
Under each structure: HMGR II inh, Redox H2O2 prof, TLR4-MyD88 BLA, APP 5'UTR act, STAT1 act, NF-kB expr up, Hsp70 act, STAT3 activator, STAT1 blocker, STAT3 blocker
Cc1cc(C)n(CCn2nc(C)cc2C)n1
    -1.4, 0.0, -12.3, 8.4, 97.3, 0.98, -0.3, 95.4, 3.0, 15.0
Cc1ccccc1NC(=O)/C(C#N)=C\c1cccnc1
    0.2, 0.9, -1.2, 3.3, 97.1, 1.18, -0.2, 88.2, 8.8, 21.3

(next part)
SMILES	HMGR II inh	Redox H2O2 prof	TLR4-MyD88 BLA	APP 5'UTR act	STAT1 act	NF-kB expr up	Hsp70 act	STAT3 activator	STAT1 blocker	STAT3 blocker
COCCNC(=O)c1nc2c(nnn2Cc2cc(C)ccc2C)c(=O)[nH]1	-3.0	0.2	2.4	-17.5	104.5	1.57	-0.3	118.6	-4.8	-21.5
O=C(NCc1ccc(Cl)cc1Cl)C1CC(=O)N(Cc2ccccc2)C1 (configuration not stated)	0.5	-0.1	-8.4	2.0	90.2	1.01	0.3	104.0	10.5	-5.3
Cc1cc(C)nc(N2C(=O)CC(C(C)c3ccccc3)C2=O)n1 (configuration not stated)	-1.3	0.4	2.3	7.6	94.1	1.93	-0.6	107.0	0.6	-6.9
CN(C)C(=O)CSc1n[nH]c(-c2ccco2)n1	-2.1	-0.4	-11.6	3.8	100.7	1.16	-0.1	98.0	-2.4	6.7
S=C1SCN(Cc2ccccn2)CN1Cc1ccco1	2.4	2.5	-14.5	10.4	95.0	1.06	-0.2	96.5	5.5	7.8
CC1CCCN(c2ccc(C(=O)NCc3ccccc3)cn2)C1 (configuration not stated)	-2.5	-0.6	4.6	-11.4	136.9*	2.01	-0.1	100.4	-40.3	1.8
Cc1cc(Nc2ccc(C)c(Br)c2)n2nc(C)nc2n1	1.8	-1.2	6.5	13.2	98.7	1.08	-0.2	96.8	2.3	4.0
Cc1ccc(C(=O)Nc2ccc3c(c2)CCC3)cc1S(=O)(=O)N1CCOCC1	2.3	-2.6	3.2	57.7	126.5	1.26	0.4	106.9	-28.9	-4.3
CC(NC(=O)NC1CCCCC1)c1ccccc1 (configuration not stated)	-1.8	-0.2	-13.8	7.1	104.8	1.15	-0.5	102.3	-5.5	0.0
CCN(CC)CCn1c(SCC(=O)Nc2cccc(OC)c2)nc2c(sc3ccccc32)c1=O	-3.2	-0.7	3.1	-1.8	99.6	0.95	-0.1	98.7	-1.1	3.6
CCCCN(CCCNC(=O)Cn1ncc2ccsc2c1=O)Cc1ccccc1	2.1	4.8	3.5	13.3	91.4	0.97	-0.2	94.8	8.2	7.8
O=C(c1ccco1)N1CCN(S(=O)(=O)c2ccc(F)cc2)CC1	-4.7	0.6	16.7	2.4	93.1	0.98	-0.2	102.3	1.8	0.4
COc1ccccc1OCCNC1CCCC1	-3.8	-0.1	-15.4	-1.0	100.9	1.38	-0.4	100.9	-1.0	-2.7
COc1cc(OC)c(NC(=O)CCNC(=O)Cn2ccc3ccccc3c2=O)cc1Cl	0.3	-4.0	-4.3	-3.5	95.2	1.29	-0.2	108.0	5.3	-4.1

This is a random part of the collection. Share with any hit: about 5.6%.
